Screening data from PubChem.
SENP8 inh – human SENP8 protease inhibitors, primary screen, biochemical, fluorescence, Nedd8 protein substrate, uHTS; Sentrin-specific protease 8 (Homo sapiens), Q96LD8; recombinant SENP8; inhibition, % at 20 µM; hit rate 0.64% among 360,000; AID 602440, 2012; in the data active = inhibition mostly above about 40%, no sharp cut-off; inactive = mostly below about 27%
Target sequence (Q96LD8 whole entry, looked up): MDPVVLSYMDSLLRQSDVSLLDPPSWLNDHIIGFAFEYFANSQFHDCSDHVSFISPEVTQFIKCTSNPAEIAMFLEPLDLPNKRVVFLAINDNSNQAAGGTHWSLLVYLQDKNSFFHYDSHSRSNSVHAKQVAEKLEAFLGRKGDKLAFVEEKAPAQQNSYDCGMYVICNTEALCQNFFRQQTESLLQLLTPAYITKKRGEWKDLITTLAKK
SENP1 inh – human SENP1 catalytic domain inhibitors, primary screen, biochemical, FRET, uHTS; hit rate 0.21% among 360,000; recombinant SENP1 catalytic domain, CyPet-SUMO1-YPet FRET cleavage; Sentrin-specific protease 1 (Homo sapiens), Q9P0U3; inhibition, % at 10 µM;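 active = inhibition at least 30% at 10 µM, raw YFP signal under a set limit, fluorescence ratio 0.5 to 1.5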;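 also: 0% = enzyme with DMSO and 100% = no enzyme wells; some results filed as inactive read as strong as hits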
Target sequence (Q9P0U3 419-644 limits assumed): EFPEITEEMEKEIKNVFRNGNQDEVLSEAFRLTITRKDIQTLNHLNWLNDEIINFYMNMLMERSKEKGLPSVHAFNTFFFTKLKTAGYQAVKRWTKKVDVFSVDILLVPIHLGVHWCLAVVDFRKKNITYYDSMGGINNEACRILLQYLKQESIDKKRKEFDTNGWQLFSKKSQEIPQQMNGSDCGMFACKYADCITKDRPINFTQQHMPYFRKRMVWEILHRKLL
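Material: hSENP1 catalytic domain, recombinant; medium: Tris pH 8 with BME, BSA, NP40 and catalase; compound: single concentration of 10 µM compound, 0.5% DMSO final; technique: FRET read of cyan and yellow fluorescence; timing: 50 min enzyme reaction, room temperature, light-protected; reagent: SFCypet-SUMO1-SFYpet substrate at 25 nM; control set: no-enzyme low, enzyme-DMSO high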
Active calls of the source: *; i = inactive. Some of the compounds tested; the hit share may differ from the screen's.

SMILES	SENP8 inh	SENP1 inh
COC(=O)[C@]12CCCCC=C1N(CCC1=CCCCC1)C(=O)[C@H](CC(=O)NCCCCc1ccccc1)C2	22.5	2.8
CC1(C(=O)NCCc2ccccc2)Cc2c(-c3cccc(C(N)=O)c3)ccnc2O1 (stereo not drawn)	-3.9	-1.7
CCCc1nc2ccc(C)cn2c1Cc1ccccc1	-119.5	-18.4
CC1=C(C(=O)N2CCCCCC2)CC(CC(=O)NCCc2ccccn2)C(=O)N1Cc1ccccc1 (stereo not drawn)	22.0	2.7
COc1cccc(C(NC(C)=O)c2nc(-c3ccc(N(C)C)cc3)cs2)c1 (stereo not drawn)	-19.5	-0.8
CN1CCN(C(=O)c2cc3c(c(-c4cccc(C#CC(C)(C)O)c4)n2)[C@@H](CCO)N(S(=O)C(C)(C)C)C3)CC1 (stereo partly drawn)	13.8	0.4
CC(C)(C)N1C(=O)c2ccccc2NC(=O)C1C(=O)Nc1ccc(N2CCOCC2)cc1 (stereo not drawn)	3.4	1.8
CC(C)(C)c1ccc(S(=O)(=O)NC(=O)C2(C)CCN2C(=O)C2(c3ccccc3)CC2)cc1 (stereo not drawn)	-3.1	1.9
CCCCNC(=O)c1ccc2nc(CC)c(N(C)Cc3cccs3)n2c1	-4.7	-5.1
CN(C)c1ccc(CNC(=O)C2Cc3c(-c4ccccc4Oc4ccccc4)ccnc3O2)cc1 (stereo not drawn)	1.7	-2.8
CC1Cc2[nH]c(=S)[nH]c(=O)c2C(C(C)C)O1 (stereo not drawn)	8.5	1.3
O=C(NCc1ccccc1Cl)c1[nH]c(C(F)(F)F)nc1-c1ccccc1	21.8	1.5
CC(C)Nc1nc(Nc2ccc(F)cc2)c2sccc2n1	-400.6	0.9
CCCCNC(=O)C1(C)CCC(=O)N1C1CCN(Cc2ccccc2)CC1 (stereo not drawn)	12.2	0.8
CC(=O)c1ccc(OC2(C)CCN(Cc3csc4ccccc34)C2)cc1 (stereo not drawn)	13.3	0.7
CC(=O)Nc1cc(-c2cccc(CO)c2)cn2c(-c3ccc(C(C)=O)cc3)cnc12	-478.6	-8.5
CCOC(=O)C1(C)CCN1C(=O)c1cc(OC)c(OC)c(OC)c1 (stereo not drawn)	17.3	1.5
O=C(NC1CCCCC1)C(c1ccccc1F)n1c(=O)c(-c2ccco2)nc2ccccc21 (stereo not drawn)	-405.2	-37.8
CCc1nc2ccc(C(=O)NCCN3CCOCC3)cn2c1N(CCC(C)C)CCN(C)C	-2.7	-47.4
Cc1onc(-c2ccccc2)c1C(=O)N1CCCC(C)(C(=O)NS(=O)(=O)C2CC2)C1 (stereo not drawn)	16.7	0.9
OC[C@@H]1CN(Cc2cccs2)C[C@H](n2cnc3c(NC4CCC4)ncnc32)O1	22.3	2.4
CCC(C)CN1C(=O)CN(S(C)(=O)=O)CC1(C)C(=O)Nc1c(C)cccc1C (stereo not drawn)	8.6	-3.9
COc1ccc(CN2C(=O)c3ccccc3C2c2nnnn2-c2c(C)cccc2C)cc1OC (stereo not drawn)	7.7	4.2
c1ccc(-c2ccc3nncn3c2)cc1	10.1	5.0
COc1ccc(NC(=O)Cn2nnc(-c3ccccc3)c2COc2ccc(C(C)=O)cc2)cn1	3.8	0.6

Overlap with the part before: three entries; new compounds follow.
SMILES	SENP8 inh	SENP1 inh
COc1ccc(CN2C(=O)c3ccccc3C2c2nnnn2-c2c(C)cccc2C)cc1OC (stereo not drawn)	7.7	4.2
c1ccc(-c2ccc3nncn3c2)cc1	10.1	5.0
COc1ccc(NC(=O)Cn2nnc(-c3ccccc3)c2COc2ccc(C(C)=O)cc2)cn1	3.8	0.6
CC(=O)Nc1cccc(-c2cc(NC=O)c3ncc(-c4cccc(C(C)=O)c4)n3c2)c1	-34.2	-25.4
CCOC(=O)C1(C)CCCN(C(=O)c2cccnc2SC)C1 (stereo not drawn)	10.4	0.5
CC12CCC(=O)C=C1CCC1C2C(O)CC2(C)C1CCC2(O)C(=O)COC(=O)CCC1CCCC1 (stereo not drawn)	-3.9	4.2
CC1(C(=O)O)CCN1C(=O)c1cccc(C(F)(F)F)c1 (stereo not drawn)	22.8	1.2
Cc1cccnc1C(NC(=O)C1CCN(Cc2ccc(Oc3ccccc3)cc2)CC1)c1ccccc1 (stereo not drawn)	12.8	-3.5
CCCCCc1c(-c2ccc(OC)c(OC)c2)ncn1CCc1ccccc1OC	-37.3	-2.0
Cc1ccc(S(=O)(=O)NC(=O)C2(C)CCN2C(=O)c2ccccc2CCc2ccccc2)cc1 (stereo not drawn)	15.4	3.0
COc1ccc(Cn2cc(CN3CCOCC3)nn2)cc1	11.3	1.1
CCCCC[C@@H](C)N1C[C@H](COCc2ccccc2)Oc2cc(N3CC[C@H](N(C)C)C3)ccc2S1(=O)=O	3.8	-1.2
O=C1Nc2cnc(Cl)nc2Nc2ccccc21	4.9	-7.6
COc1ccccc1-c1cnc(C(O)c2ccc(Cl)cc2)[nH]1 (stereo not drawn)	3.5	1.3
CCc1nc2ccc(C(=O)Nc3ccc(C(N)=O)cc3)cn2c1N(C)CCC(C)C	-3.8	-19.9
CN(Cc1ccccc1F)c1cc2c(c3c1ccn3C)C1CCC2O1 (stereo not drawn)	-6.6	4.5
Cn1c(=O)c2cc(NC(=O)Cc3cccnc3)ccc2n1-c1ccc2ccccc2c1	i	-5.3
NC(CCc1ccccc1)c1csc(NC(=O)Nc2cccc(C(F)(F)F)c2)n1 (stereo not drawn)	23.0	-0.9
CC(=O)c1ccc(OC2(C)CCN(Cc3ccccc3OC(F)F)C2)cc1 (stereo not drawn)	11.5	3.2
COc1ccc(-c2nc3ccc(C)cn3c2CC2CCCCC2)cc1OC	-348.5	4.4
CNC(=O)OC1CC2CC1[C@H]1CCCCN1C2=O (stereo partly drawn)	7.3	-2.0
COC(=O)C1=CN(c2ccc(OC)cc2)C(N)=C(C#N)C1c1cccc2ccccc12 (stereo not drawn)	-94.0	-6.1
O=C(Nc1ccc2c(c1)OCO2)c1ccc2sc([C@@H]3O[C@H](CO)[C@H](O)[C@H](O)[C@H]3O)nc2c1	22.5	2.4
CCC(=O)Nc1ccc2c(c1)OC[C@@H](C)N(Cc1ccccc1F)C[C@@H](C)[C@@H](OC)CN(C)C2=O	19.4	1.9
COc1ccc(NC(=O)c2cc(-c3ccc(F)cc3C)n[nH]2)cc1OC	17.5	0.4
CC(C)CNC(=O)C1(C)CCCN1Cc1ccc(S(C)(=O)=O)cc1 (stereo not drawn)	0.1	-1.1
O=C(C[C@H]1CC[C@H]2[C@@H](COC[C@@H](O)CN2C(=O)c2cnccn2)O1)NCc1ccc(Oc2ccccc2)cc1	18.8	-1.1
O=C(NCc1ccc(F)cc1F)[C@@H]1CCCN1C(=O)[C@@H]1CCCN1C(=O)c1cccc(Cl)c1	20.2	1.1

Structural class: the compounds so far containing a CF3 group (three)
SMILES	SENP8 inh	SENP1 inh
O=C(NCc1ccccc1Cl)c1[nH]c(C(F)(F)F)nc1-c1ccccc1	21.8	1.5
CC1(C(=O)O)CCN1C(=O)c1cccc(C(F)(F)F)c1 (stereo not drawn)	22.8	1.2
NC(CCc1ccccc1)c1csc(NC(=O)Nc2cccc(C(F)(F)F)c2)n1 (stereo not drawn)	23.0	-0.9

Next section
SMILES	SENP8 inh	SENP1 inh
Cc1c(C(=O)NCc2ccc3c(c2)OCO3)sc(=O)n1Cc1ccc(-c2ccccc2)cc1	2.6	-6.3
Cc1cccc(C)c1NC(=O)C(C1CC1)n1c(-c2ccc(=O)[nH]c2)nc2ccccc21 (stereo not drawn)	-10.7	0.5
COc1cc(CNC(=O)c2cc(-c3ccc(F)cc3OC)n[nH]2)cc(OC)c1	7.4	1.7
Cc1ccc(CNC(=O)CC[C@H]2O[C@@H](n3cc(C)c(=O)[nH]c3=O)C[C@@H]2O)o1	13.6	-0.8
Cc1cccc(Cl)c1NC(=O)NCCCN1CCCCC1C (stereo not drawn)	6.1	1.6
COc1cccc(C(C)(O)c2nc(-c3cncnc3)cs2)c1 (stereo not drawn)	25.1	0.4
CC(=O)N1c2ccccc2N=C(c2ccc(C(F)(F)F)cc2)C1C(=O)NC1CCCC1 (stereo not drawn)	-102.9	1.7
CC1(C)ON=C(c2ccc(C(F)(F)F)cc2)NC1=O	6.7	0.7
O=C(CO)c1c[nH]c2ccccc12	35.1	2.0
Cc1cccc(C)c1NC(=O)C(c1ccccc1OC(F)(F)F)N1CCN(c2ccc(F)cc2)CC1 (stereo not drawn)	9.4	2.4
COCCN1C[C@@H](CO)O[C@@H](n2cnc3c(NCc4ccco4)ncnc32)C1	-16.1	-0.4
CCOC(=O)C1(C)CCCN1C(=O)c1cccc(F)c1 (stereo not drawn)	5.5	2.1
COC(=O)C[C@H]1C=C[C@@H](NC(=O)NC2CCCCC2)[C@@H](CO)O1	14.2	1.6
CCCCC1CC2=C(C(=O)OC(C)(C)O2)C(c2ccc(Cl)cc2)O1 (stereo not drawn)	14.4	0.4
O=C1NC[C@H](Cc2ccccc2)N(C[C@@H]2CCCN2C[C@H](Cc2ccc(O)cc2)N2C[C@H](Cc3ccccc3)N(CCc3ccccc3)C(=O)C2=O)C1=O	1.6	0.3
COCCCN1C(=O)C(CC(=O)NCCN2CCOCC2)CC(C(=O)N(C)C)=C1C (stereo not drawn)	17.0	1.0
CCCCC(c1nc2ccccc2[nH]1)n1c(=O)c(-c2ccccc2)nc2cc(C)c(C)cc21 (stereo not drawn)	-366.1	-40.4
O=C(NCc1ccccn1)[C@@H]1CCCN1C(=O)[C@@H]1CCCN1C(=O)c1cccs1	0.4	2.6
CCC(=O)N1CCC1(C)C(=O)Nc1ccc2scnc2c1 (stereo not drawn)	10.3	-1.0
Cc1ccc(Cc2c(-c3ccccc3)nc3c(C)cc(Br)cn23)cc1	2.6	4.9
Cc1cccc(-c2cc(NCCc3cccnc3)n3nccc3n2)c1	-492.3	-0.6
O=c1[nH]c(=S)[nH]c2c1[C@H](CCc1cccc(Cl)c1)O[C@H](C1CC1)C2	0.6	-16.9
CCNC(=O)C1(C)CCN(C(=O)c2ccc(OC)cc2OC)C1 (stereo not drawn)	10.6	1.5
CCCNC(=O)c1cc(C2CCCCN2S(=O)(=O)Cc2cccc(C(F)(F)F)c2)on1 (stereo not drawn)	0.9	0.9
COCCCN1C(=O)C(CC(=O)NCCc2ccccn2)CC(C(=O)N(C(C)C)C(C)C)=C1C (stereo not drawn)	19.4	-0.9

An excerpt from the list above, for reference:
SMILES	SENP8 inh	SENP1 inh
CCOC(=O)C1(C)CCCN(C(=O)c2cccnc2SC)C1 (stereo not drawn)	10.4	0.5
CC12CCC(=O)C=C1CCC1C2C(O)CC2(C)C1CCC2(O)C(=O)COC(=O)CCC1CCCC1 (stereo not drawn)	-3.9	4.2
CC1(C(=O)O)CCN1C(=O)c1cccc(C(F)(F)F)c1 (stereo not drawn)	22.8	1.2

Additional compounds
SMILES	SENP8 inh	SENP1 inh
Clc1ccc(N2O[C@H]3C=C[C@@H]2C3)nc1	-77.0	12.0
CCOC(=O)C1=CCN(S(=O)(=O)c2ccccc2C)C1c1ccc(Br)cc1 (stereo not drawn)	15.7	-0.9
Cc1cc2c(cc1C)N1C(=O)c3cc4ccccc4cc3NC(=O)C1C(=O)N2 (stereo not drawn)	-55.6	-1.5
CCOC(=O)C1=CCN(S(=O)(=O)c2ccc(Cl)cc2)C1c1cccc(C)c1 (stereo not drawn)	23.5	2.8
CC1(Oc2cccc(C#N)c2)CCN(Cc2ccccc2OC(F)F)C1 (stereo not drawn)	8.6	2.4
CC(C)C[C@H]1CNC(=S)N1C[C@H]1CCCN1C[C@H](CC(C)C)N1C[C@H](Cc2ccccc2)N(CCc2ccccc2)C1=S	14.4	0.3
CN(C)c1ccc(-c2ccnc3c2CC(C)(C(=O)NCCc2ccccc2)O3)cc1 (stereo not drawn)	i	0.0
CCCC(=O)N1CCC1(C)C(=O)Nc1ccc(-n2cncn2)cc1 (stereo not drawn)	3.3	2.5
CC(C)(C)c1ccc(CC(=O)N2CCC2(C)C(=O)NCCC#N)cc1 (stereo not drawn)	15.5	1.7
OC(c1ccc(F)cc1)c1ncc(-c2cccc3ccccc23)[nH]1 (stereo not drawn)	-375.1	-2.8
CCOC(=O)C1(C)CCN1C(=O)COc1ccccc1 (stereo not drawn)	5.7	1.4
OCC[C@@H]1C[C@H](O)[C@@H](O)[C@]2(OCCc3cc(Cl)ccc32)O1	13.7	3.6
CC(=O)c1ccc(-c2cnc3c(NC=O)cc(-c4cnn(C)c4)cn23)cc1	i	-8.9
CCc1nc2c(OCc3ccc(OC(F)F)cc3)cccn2c1N(C)C(=O)c1ccco1	10.3	-0.4
NC(Cc1ccc(C(F)(F)F)cc1)c1csc(Nc2nccc(C(F)(F)F)n2)n1 (stereo not drawn)	14.6	-2.3
NC(=O)c1nnn(Cc2cc(Cl)c(C(=O)c3ccc(Cl)cc3)c(Cl)c2)c1N	17.3	-3.0
C[C@H]1CN([C@@H](C)CO)S(=O)(=O)c2ccc(Br)cc2O[C@H]1CN(C)C(=O)Cc1ccncc1	6.7	-0.9
Cc1cc(Br)c2c(c1)[C@](O)(c1cn(C)c3ccccc13)C(=O)N2C	13.9	3.0
CC(=O)NC(C)(c1ccccc1)c1nc(-c2ccc(N(C)C)cc2)cs1 (stereo not drawn)	-21.6	1.8
CCCCCc1c(-c2cccc(OC)c2)ncn1CCc1ccccc1OC	9.0	-1.9
CC(C)(C)c1ccc(C(=O)N2CCC2(C)C(=O)Nc2ccc3[nH]ncc3c2)cc1 (stereo not drawn)	0.3	0.6
